High-throughput results deposited in PubChem BioAssay by National Center for Advancing Translational Sciences (NCATS).
Lipid storage S3 – qHTS Assay for Lipid Storage Modulators in Drosophila S3 Cells. Drosophila S3 cells, BODIPY lipid droplet fluorescence, 18-24 h; cells fed with added oleic acid. lipid storage change, negative = inhibition, % at the top dose, mostly 46.1 µM; hits show Potency in µM. 0.64% of 320,000 active; active means well fitted inhibition curve with a large enough effect in the signal ratio, with a control signal flat, not every such curve was filed as active; inconclusive means small, poorly fitted or top-dose-only effect, or effect the other way, or a change in a side signal; the % refers to the signal ratio
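Drosophila S3 cells loaded with oleic acid (400 uM, as added) and compounds at several concentrations; lipid droplets imaged by 488-nm laser-scanning cytometry, 500–530 nm intensity and object ratio to cell channel. Percent activity normalized to 20 uM Triacsin C.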
Lipid storage S3 cell count max – recorded beside Lipid storage S3, whose call it bears; cell number change, %; measured here: cell count max response;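 cells counted by Cell Tracker Red CMTPX staining in the red channel; peak over a dose series mostly up to 46.1 µM; percent activity relative to internal control wells on each plate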
* marks the source's active call; other numbers are inactive results; i = inactive; ? = inconclusive; . = no result given. On the % scale 0 is the no-effect control and ±100 the full control effect; potency means the concentration at half of the fitted maximal effect. Only part of the results is shown, so the mix of outcomes need not match the whole.

SMILES | Lipid storage S3 | Lipid storage S3 cell count max
CC(=O)c1cccc(NC(=O)C2CCN(C(=O)c3cccs3)CC2)c1 | ? | .
CCC(C)C(NC(=O)c1ccc(Cl)cc1)C(=O)O (stereo not given) | 4% | -2
Cc1cc(C)n(-c2ccc(NC(=O)C3CCN(Cc4ccccn4)CC3)cc2)n1 | ? | .
O=C(NCc1ccc(F)cc1)C1CCC(=O)N1C1CCCCC1 (stereo not given) | -3% | -4
COc1ccc(C2CC(c3ccc(OC)cc3)n3nc(N)nc3N2)cc1 (stereo not given) | i | .
CC1(C)COC(c2coc3ccccc3c2=O)OC1 | ? | .
CC1CCCC(C)N1C(=O)COc1ccc(C(=O)N/N=C/c2ccc(C(=O)O)cc2)cc1 (stereo not given) | ? | .
CCC(C)(C)NC(=O)C(OC(=O)c1ccco1)c1ccc(OC)cc1 (stereo not given) | ? | .
CC(C)C(NC(=O)c1ccc(S(=O)(=O)N2CCOCC2)cc1)c1nc2ccccc2[nH]1 (stereo not given) | 9% | -4
COc1ccc(C)cc1NC(=O)CSc1nnc(-c2cc(C)[nH]n2)n1N | ? | .
CN(Cc1ccccc1)C(=O)CN1CCN(S(=O)(=O)c2ccc(Cl)c(Cl)c2)CC1 | 8% | 0
N#CC1=C(N)Oc2cc(N)ccc2C1c1ccc(F)cc1 (stereo not given) | i | 8
CC(=O)c1ccc2c(c1)C1C=CCC1C(C(=O)O)N2 (stereo not given) | 3% | -12
CCN(Cc1ccc2c(c1)OCCO2)C(=O)CN1C(=O)NC2(CCCCC2)C1=O | ? | .
CCN(CC)C(=O)c1ccc(NS(=O)(=O)c2ccccc2)cc1 | 7% | 1
COCCN(CCOC)C(=O)CN1C(=O)NC2(CCCc3sccc32)C1=O (stereo not given) | ? | .
CCC(C(=O)NCc1ccc(C)cc1)c1ccccc1 (stereo not given) | ? | .
CC(=O)Nc1ccccc1NC(=O)CC(C)(C)C | ? | .
CCOC(=O)c1ccc(Nc2nnc3nc(C)cc(C)n23)cc1 | ? | .
CCCN1Cc2cccc(C(=O)NCc3ccc4c(c3)OCO4)c2C1=O | ? | .

Compound profiles, from the list above. Order of values: Lipid storage S3 | Lipid storage S3 cell count max
COCCN(CCOC)C(=O)CN1C(=O)NC2(CCCc3sccc32)C1=O (stereo not given) across the screens: ? | .
Cc1cc(C)n(-c2ccc(NC(=O)C3CCN(Cc4ccccn4)CC3)cc2)n1 across the screens: ? | .
CC1(C)COC(c2coc3ccccc3c2=O)OC1 across the screens: ? | .
CCCN1Cc2cccc(C(=O)NCc3ccc4c(c3)OCO4)c2C1=O across the screens: ? | .
O=C(NCc1ccc(F)cc1)C1CCC(=O)N1C1CCCCC1 (stereo not given) across the screens: -3% | -4

Going on with the list.
SMILES | Lipid storage S3 | Lipid storage S3 cell count max
CCC(CC)C(=O)Nc1cccc(C(=O)Nc2ccc(S(=O)(=O)Nc3ccc(C)cc3)cc2)c1 | ? | .
O=C(NCc1ccco1)c1cc([N+](=O)[O-])ccc1Cl | -2% | 0
CCOc1ccccc1N1CCN(CC(=O)Nc2nnc(CC)s2)CC1 | -9% | .
CCCc1cc(=O)[nH]c2nnc(SCC(=O)N3CC(C)OC(C)C3)n12 (stereo not given) | ? | .
COc1cc(O)c(C(CCN2CCCCC2)c2ccc(N(C)C)cc2)c(OC)c1 (stereo not given) | 2% | 19
CC(=O)c1cnc2nc(SCc3ccccc3)nn2c1C | 0% | 12
O=C(CSc1nc2ccc(Cl)cc2[nH]1)c1c[nH]c2ccccc12 | -12% | -15
O=C(COc1ccc(Br)cc1Cl)NC1CCCCC1 | ? | .
O=C(NCc1ccc2c(c1)OCO2)C1CCCN(S(=O)(=O)c2cccc3nonc23)C1 (stereo not given) | ? | .
CCC1(CC)NC(=O)N(CC(=O)NC(=O)NCc2ccccc2)C1=O | ? | .
O=C(CSc1nnc(CNc2ccccc2)o1)N1CCN(C(=O)c2ccco2)CC1 | 0% | -12
Cc1ccc(C)c(NC(=O)COC(=O)c2ccc3c(c2)OCCO3)c1 | ? | .
O=C(Nc1cnc2sc3c(n2c1=O)CCCC3)c1ccc(F)cc1 | 0% | -11
Cc1cc(C)n(-c2nnc(C)n2/N=C/c2cc(Br)ccc2OCc2ccccc2)n1 | ? | .
COC(=O)C1=C(C)NC(=O)CC1c1cc(Br)ccc1F (stereo not given) | ? | .
O=C(CCn1c(=O)oc2ccccc21)Nc1cccc(Br)c1 | ? | .
CCOc1cc(/C=N/Nc2ccc(C(=O)O)cc2)ccc1OC(=O)c1ccccc1C | ? | .
COc1ccc(S(=O)(=O)N(Cc2nc3ccccc3c(=O)[nH]2)C2CCCC2)cc1 | ? | .
CCCCN1C(=O)C(NC(C)=O)c2ccccc21 (stereo not given) | 14% | 20
O=C(/C=C/c1ccco1)N(Cc1cccc(Br)c1)C1CCS(=O)(=O)C1 (stereo not given) | ? | .

Some of these compounds in order of their number in Lipid storage S3 cell count max, highest first:
SMILES	Lipid storage S3 cell count max
O=C(NCc1ccc(F)cc1)C1CCC(=O)N1C1CCCCC1 (stereo not given)	-4
CC(=O)c1ccc2c(c1)C1C=CCC1C(C(=O)O)N2 (stereo not given)	-12
O=C(CSc1nc2ccc(Cl)cc2[nH]1)c1c[nH]c2ccccc12	-15

(list continues)
SMILES | Lipid storage S3 | Lipid storage S3 cell count max
CCOP(=O)(O)c1ccccc1OCCOc1ccccc1P(=O)(O)OCC | 3% | 1
N#CCCN(C(=O)COC(=O)CNC(=O)c1cccs1)c1ccc(F)cc1 | ? | .
O=C(Nc1nnc(C2CC2)s1)c1ccc(Cl)c(S(=O)(=O)N2CCc3ccccc3C2)c1 | -7% | -12
COC(=O)CN1C(=O)C(C)(C)Oc2ccc(C(=O)NC3CCCC3)cc21 | ? | .
CC(C)N(C(=O)CSc1nc2ccccc2n1-c1ccccc1)C(C)C | -14% | -1
COc1cccc(OC)c1C(=O)Nc1c(C)n(C)n(-c2ccccc2)c1=O | ? | .
Brc1ccc(CN2CCN(Cc3c[nH]c4ccccc34)CC2)cc1 | -7% | -21
CCCc1cc(=O)oc2cc(OC(C)C(=O)NCC3CCC(C(=O)O)CC3)ccc12 (stereo not given) | ? | .
Cc1ccc(OCCn2cnc3c2c(=O)n(C)c(=O)n3C)cc1 | ? | .
Cc1ccc(NC(=O)c2cccs2)cc1NC(=O)c1ccco1 | ? | .
CCN1CCN(C(=S)c2ccc(SC)cc2)CC1 | ? | .
O=C(CN1CCN(c2ccc(Cl)cc2)CC1)Nc1ccc(F)c(F)c1 | ? | .
Cc1ccc(NS(=O)(=O)c2ccc3c(c2)NC(=O)C(C)C(=O)N3)cc1C (stereo not given) | ? | .
CC(O)c1nc(C(C)O)n(CC(=O)c2ccccc2)n1 (stereo not given) | ? | .
Cc1cc(C)n2nc(C(=O)Nc3cccc(S(=O)(=O)N(C)c4ccccc4)c3)nc2n1 | 12µM* | -15*
CCOc1ccc(-n2nc3c(=S)[nH]nc(C)c3c2C)cc1 | ? | .
CCOCCCNC(=O)C(NC(=O)Cc1cccs1)c1ccc(C)cc1 (stereo not given) | ? | .
Cc1cccc(NC(=O)CCCN=C2NS(=O)(=O)c3ccccc32)c1C | ? | .
Cc1cc(-c2csc(NC(=O)C3=COCCO3)n2)c(C)n1C | 27% | 18
Cc1ccc(NC(=O)CCC(=O)NNC(=O)c2cccs2)c(C)c1 | ? | .

Of the compounds above, 6 have bromine.
SMILES | Lipid storage S3 | Lipid storage S3 cell count max
O=C(COc1ccc(Br)cc1Cl)NC1CCCCC1 | ? | .
Cc1cc(C)n(-c2nnc(C)n2/N=C/c2cc(Br)ccc2OCc2ccccc2)n1 | ? | .
COC(=O)C1=C(C)NC(=O)CC1c1cc(Br)ccc1F (stereo not given) | ? | .
O=C(CCn1c(=O)oc2ccccc21)Nc1cccc(Br)c1 | ? | .
O=C(/C=C/c1ccco1)N(Cc1cccc(Br)c1)C1CCS(=O)(=O)C1 (stereo not given) | ? | .
Brc1ccc(CN2CCN(Cc3c[nH]c4ccccc34)CC2)cc1 | -7% | -21

(next part)
SMILES | Lipid storage S3 | Lipid storage S3 cell count max
COc1ccc(C)cc1S(=O)(=O)N(C)CC(=O)NC1CC1 | ? | .
COc1ccc(C(=O)O/N=C(/c2cccs2)C(C)(C)C)cc1 | 2% | .
CC1(C)Cc2ccccc2C(N/N=C/c2ccc(Cl)cc2)=N1 | -1% | -7
CCCCNC(=S)Nc1ccc(Cl)cc1 | ? | .
Cc1ccc(N(C)C(=O)N2CCN(S(=O)(=O)c3ccc(C)c(C)c3)CC2)cc1 | ? | .
COc1ccc(NC(=O)c2nnn(CC(=O)Nc3ccc4c(c3)OCO4)c2N)c(OC)c1 | ? | .
COc1cccc(S(=O)(=O)c2nc(C)c3c(n2)CCC3)c1 | ? | .
CN(C(=O)CSc1nnc(-c2ccc(F)cc2)c2ccccc12)C1CCS(=O)(=O)C1 (stereo not given) | ? | .
CCc1c(C)sc(NC(=O)C2CCCO2)c1C#N (stereo not given) | 7% | 4
O=C(Nc1ccccc1[N+](=O)[O-])c1cc(S(=O)(=O)N2CCOCC2)cs1 | ? | .
O=C(COc1ccccc1)NCC(=O)NC1=NCCS1 | 3% | -1
N#Cc1ccc(C(=O)Nc2cc(S(=O)(=O)N3CCCC3)ccc2OCC(F)(F)F)cc1 | ? | .
COc1ccc(CCNC(=O)c2c(O)c3cccc4c3n(c2=O)CC4)cc1 | ? | .
COc1cc(OC)c(/C=N/N2CCN(c3ccccc3OC)CC2)c(OC)c1 | 12% | 4
CCNS(=O)(=O)c1ccc2c(c1)NCC2 | 1% | -2
O=C(COc1cccnc1[N+](=O)[O-])NCc1ccccc1 | 18% | -3
CCc1cc2c(=O)nc3n(c2s1)Cc1ccccc1/C3=C(/O)c1ccc(F)cc1 | ? | .
O=C(Nc1ccccc1OC(=O)c1ccc(Cl)cc1)c1ccc(Cl)cc1 | -13% | -9
C=CCNCc1ccccc1[N+](=O)[O-] | ? | .
CC1CCN(C(=S)c2ccc(O)cc2)CC1 | ? | .
COc1ccc2ccccc2c1/C=N/Nc1ccc(Cl)c(C(=O)O)c1 | ? | .
O=S(=O)(Nc1nc2ccc(S(=O)(=O)N3CCCCC3)cc2s1)c1ccccc1 | ? | .
O=C(CCS(=O)(=O)c1cccc2nonc12)N1CCOCC1 | ? | .
Cc1nnc(C)n1/N=C/c1c(O)ccc2ccccc12 | 5% | 16
COc1cccc(/C=C/C(=O)OCC(=O)Nc2nnc(-c3ccccc3)o2)c1 | ? | .
COc1ccccc1-n1c(SCC(=O)NCc2ccc3c(c2)OCO3)nc2cc([N+](=O)[O-])ccc21 | ? | .
FC(F)(F)Oc1ccccc1-c1nnc(-c2cccc(C(F)(F)F)c2)o1 | 14% | 7
Cc1ccc(NC(=O)c2ccccc2CCc2ccccc2)c(C)c1 | -18% | -11
Cc1ccc(C#CC[N+]2(C)CCCCC2)cc1 | 1% | 5
COCc1c(C(=O)OCc2nc3ccsc3c(=O)[nH]2)oc2ccccc12 | 8% | 5
O=C(Cn1c(=O)c2cccn2c2cccnc21)N1CCN(c2ccc(Cl)cc2)CC1 | ? | .
O=[N+]([O-])c1ccc(N2N=C(c3ccco3)CC2c2ccccc2)cc1 (stereo not given) | -16% | 13
CSC1=NCCN1C(=O)c1cccs1 | ? | .
O=C(NCc1cccc2ccccc12)Nc1ccccc1 | ? | .
CC(=O)C1=C(O)C(=O)N(Cc2cccnc2)C1c1ccc(Cl)cc1Cl (stereo not given) | ? | .
Cc1ccc(C(=O)NC2CCCc3ccccc32)o1 (stereo not given) | i | .
N#CC(C#N)=c1ccc2c(c1)N1C(c3ccccc3)=CC(c3ccccc3)C3CCCCC31N=2 (stereo not given) | ? | .
CCOc1ccc(OCC)c(NC(=O)CCn2cccc2)c1 | ? | .
Cc1ccc(CNC(=O)c2ccc(N3CCC4(CC3)CC(c3cccc(Br)c3)=NO4)c(NC(=O)c3ccccc3)c2)cc1 | ? | .
CCc1cc(CNC(=O)CC2C(=O)NCCN2Cc2ccc(-c3ccccc3)cc2)on1 (stereo not given) | -13% | -5
O=C(NC1CCCCC1)N1CCN(c2ccc([N+](=O)[O-])cc2)CC1 | ? | .
COc1ccccc1CC(=O)Nc1cccc(S(=O)(=O)N2CCOCC2)c1 | ? | .
C=C1C(=O)C=C2CN(C(=O)c3ccccc3)[C@@](Cc3ccc(F)cc3)(C(=O)OC)[C@@H]12 | ? | .
COc1ccccc1/C=C/C=N/NC(=O)CN1CCN(S(=O)(=O)c2ccc(C)cc2)CC1 | -3% | 3
COc1ccc(CC2S/C(=N/N=C/c3ccccc3O)NC2=O)cc1 (stereo not given) | 5% | 0
CC1CCN(CCCNC(=O)C2CC(=O)N(C3CCCCCC3)C2)CC1 (stereo not given) | 9% | 3
CC(C)Nc1c(N)c(=O)oc2ccccc12 | 16% | -14
CS(=O)(=O)N1CCC(C(=O)NCc2ccncc2)CC1 | ? | .
Cc1ccc(-c2nn3c(C)nnc3c3ccccc23)cc1S(=O)(=O)NCc1ccccc1 | 21% | -24
Cc1nn(-c2ccc(NC(=O)c3ccncc3)cc2)c(C)c1Cl | ? | .
O=[N+]([O-])c1ccccc1S(=O)(=O)N1CCCc2ccccc21 | ? | .
O=[N+]([O-])c1cc(S(=O)(=O)O)cc([N+](=O)[O-])c1NN(c1ccccc1)c1ccccc1 | ? | .
